High-throughput results from PubChem BioAssay.
EphA4 KYL inhibition: inhibitors of EphA4 binding to KYL peptide, primary screen, biochemical, colorimetric, mouse EphA4 (AID 689) | EphA4-AP binding to KYL peptide, pNPP A405; higher % means a stronger effect | inhibition, % at 10 µM, or IC50 in µM where a hit was titrated | hit rate 0.1% among 62,000; in the data active means a potency from the dose series; inactive means the rest, 99 in 100 with inhibition below about 22%
The depositor's hits bear a star. Not all compounds are listed; the hit share may differ from the screen's.

EphA4 KYL inhibition | smiles
-10% | Cc1cccc(CCNC(=O)C2CCC(CNc3c(N4CCCC4)c(=O)c3=O)CC2)c1 (centres undefined)
-9% | O=C(CS(=O)CC(=O)N(CC(=O)NC1CCCC1)C1CCCCC1)Nc1ccc(F)cc1 (centres undefined)
-7% | S=c1[nH]nc(-c2ccc3ccccc3n2)o1
-2% | CCOc1ccc(-c2nc(CSCC(=O)N3CCN(c4cccc(OC)c4)CC3)c(C)o2)cc1
2% | COc1ccccc1N1CCN(C(=O)c2ccc3c(=O)n(Cc4ccco4)c(=S)[nH]c3c2)CC1
-6% | CCCCN1C2=NCCCN2c2ccccc21
8% | Cc1cc(C)cc(OCC(=O)Nc2ccc(F)cc2)c1
10% | CCCCOC(=O)c1ccc(NC(=S)NC(=O)c2c(Cl)cnn2CC)cc1
-5% | CCOC(=O)c1nnn(-c2nc(OC)nc(N(C)C)n2)c1-c1ccccc1
-6% | COc1ccc(-c2nnc(N(C)C(=O)c3cccnc3)s2)cc1
-14% | Cc1cc(C)c2oc(-c3ccc(C)c(NC(=S)NC(=O)c4cccs4)c3)nc2c1
-9% | CCOc1ccc(NC(=O)CSc2nnc(C3CC3)n2N)cc1
-3% | Cn1c2ccccc2c2ncn(CCC3=CCCCC3)c(=O)c21
-8% | COc1ccccc1N1CCN(CCC(=O)Nc2ccc3c(c2)OCO3)CC1
2% | CCC(Sc1nc(=O)cc(N)n1CCc1ccccc1)C(=O)Nc1ccccc1C#N (centres undefined)
-13% | CC(C)Sc1nc(N2CCOCC2)c2c3c(sc2n1)COC(C)(C)C3
-1% | CC(=O)c1ccc(NC(=O)C2CCCN2S(=O)(=O)c2cccc3cccnc23)cc1 (centres undefined)
-11% | O=C(Nc1cccc2ncccc12)c1cccc(F)c1
-12% | O=C(Nc1ccccn1)C1CCN(S(=O)(=O)c2cccs2)CC1
4% | COc1ccc(N2CCN(C(=O)CSc3nc4cc(OC)c(OC)cc4cc3C#N)CC2)cc1
12% | CCOc1ccc(N=C2SC(C(=O)O)CC(=O)N2C)cc1 (centres undefined)
-12% | C=CCS/C(=N\n1cnc2ccccc2c1=O)N1CCCCC1
-2% | Nc1c(Cl)cc(Cl)cc1C(=O)OCC(=O)NC1CC1
10% | CCc1ccc(OC(=O)c2ccn(CC)n2)cc1

An excerpt from above in order of molar mass, rising:
EphA4 KYL inhibition | smiles
10% | CCc1ccc(OC(=O)c2ccn(CC)n2)cc1
-11% | O=C(Nc1cccc2ncccc12)c1cccc(F)c1
-12% | O=C(Nc1ccccn1)C1CCN(S(=O)(=O)c2cccs2)CC1

(further entries)
EphA4 KYL inhibition | smiles
-1% | Cc1ccc(C(=O)CC(=O)c2ccccc2C)c(O)c1
-7% | NC(=O)NC(=O)CSc1nnc(-c2ccco2)n1Cc1ccccc1
-3% | N=c1c2c(-c3ccccc3)c(-c3ccccc3)n(Cc3ccccc3)c2ncn1CCCO
-8% | CC(NC(=O)OC1CCCCC1)N1C(=O)C2C3C=CC(C3)C2C1=O (centres undefined)
2% | CCOC(=O)C1CCCN(C(=O)COC(=O)C2=COCCO2)C1 (centres undefined)
11% | CCc1cc2c(=O)c(-c3nc4ccccc4n3C)c(COCC(=O)O)oc2cc1O
-12% | Cc1[nH]nc(-c2ccc(O)cc2O)c1-c1ccc(Cl)cc1
-10% | CN(C)Cc1cnc2ccc(Cl)cn12
-9% | COc1ccc(N(C)S(=O)(=O)c2c(C)[nH]c(=O)[nH]c2=O)cc1
-2% | COc1ccc(Nc2ncnc3c2oc2ccccc23)cc1
7% | O=C(c1cc2c(s1)-c1ccccc1OC2)N1CCCC1
0% | Cc1cccc2cc(CN(Cc3cccs3)C3(c4nnnn4C4CCCC4)CCCC3)c(=O)[nH]c12
-10% | O=C(NCCN1CCN(C(=O)C(c2ccccc2)c2ccccc2)CC1)C(=O)Nc1ccccc1
3% | Brc1c(CSc2nnc(-c3ccco3)o2)nc2ccccn12
-5% | O=C1NC(=O)N(c2ccc(Br)cc2)C(=O)/C1=C\C=C\c1ccco1
-8% | COc1ccc(C(=O)NCCSCc2ccco2)cc1OC
-13% | O=C1CC(C(=O)N2CCN(c3ccc(F)cc3)CC2)CN1CCc1ccccc1 (centres undefined)
-3% | Cc1cccc(NC(=S)NCc2cccs2)c1C
-8% | COc1ccccc1N1CCN(c2cc(=O)n(-c3ccc(Br)cc3)c(=O)[nH]2)CC1
-7% | CN(C)C(=O)c1nc(C#N)c(N(C)C)o1
-7% | COc1ccc(OC)c(N2C(=O)NC(=O)C(=Cc3ccc(C)o3)C2=O)c1
-3% | CC(C)(C)N1C(=O)Cc2c1nc(N)c1c(N)nc(N3CCCCC3CO)c(C#N)c21 (centres undefined)
-8% | C/C(=C\C(=O)c1ccc(Br)cc1)N1CCCCC1
-10% | Cc1cccc(N2C(=O)c3ccc(Oc4ccc([N+](=O)[O-])cc4)cc3C2=O)c1C

The last 7 compounds of the section before open the next one.
EphA4 KYL inhibition | smiles
-3% | Cc1cccc(NC(=S)NCc2cccs2)c1C
-8% | COc1ccccc1N1CCN(c2cc(=O)n(-c3ccc(Br)cc3)c(=O)[nH]2)CC1
-7% | CN(C)C(=O)c1nc(C#N)c(N(C)C)o1
-7% | COc1ccc(OC)c(N2C(=O)NC(=O)C(=Cc3ccc(C)o3)C2=O)c1
-3% | CC(C)(C)N1C(=O)Cc2c1nc(N)c1c(N)nc(N3CCCCC3CO)c(C#N)c21 (centres undefined)
-8% | C/C(=C\C(=O)c1ccc(Br)cc1)N1CCCCC1
-10% | Cc1cccc(N2C(=O)c3ccc(Oc4ccc([N+](=O)[O-])cc4)cc3C2=O)c1C
-2% | CCCn1c(N2CCN(CC(=O)c3c[nH]c4ccccc34)CC2)nc2c1c(=O)[nH]c(=O)n2C
-2% | CC(C)N(Cc1cc2ccccc2[nH]c1=O)C(=O)C(C)(C)C
-14% | CCOC(=O)C1=C(C)C(c2ccccc2)NC(=S)N1 (centres undefined)
-6% | CCOc1ccc(C2N(c3ccc(Cl)cc3)C(=O)C3CCCN32)cc1OC (centres undefined)
2% | CCOC(=O)c1csc(NC(=O)c2ccc(S(=O)(=O)N(C)C)cc2)n1
-12% | CCOc1cccc(-c2nn3c(-c4ccco4)nnc3s2)c1
-6% | COc1ccc(CN2CC(C(=O)NCCC3=CCCCC3)CC2=O)cc1 (centres undefined)
-6% | CCN(CC)C(=O)N1c2ccccc2C=Cc2ccccc21
-23% | Cc1c(-c2ccc(F)cc2)nc(N)c(C#N)c1-c1cccs1
-9% | CCOc1ccc(NC(=O)c2ccccc2NC(=O)c2ccccc2)cc1
-22% | C[C@H](NC(=O)OC(C)(C)C)c1nnc(SCC(=O)Nc2ccc(Br)cc2)o1
-36% | COc1ccc2c(c1)NC1(O)c3ccccc3C(=O)C21O (centres undefined)

Looked up by structure from above, 5 records:
EphA4 KYL inhibition | smiles
-2% | CC(C)N(Cc1cc2ccccc2[nH]c1=O)C(=O)C(C)(C)C
-22% | C[C@H](NC(=O)OC(C)(C)C)c1nnc(SCC(=O)Nc2ccc(Br)cc2)o1
-9% | CCOc1ccc(NC(=O)c2ccccc2NC(=O)c2ccccc2)cc1
-2% | CCCn1c(N2CCN(CC(=O)c3c[nH]c4ccccc34)CC2)nc2c1c(=O)[nH]c(=O)n2C
-12% | CCOc1cccc(-c2nn3c(-c4ccco4)nnc3s2)c1

New compounds follow
EphA4 KYL inhibition | smiles
-2% | Cc1c(Cl)cccc1N1C(=O)CC(Sc2ncn[nH]2)C1=O (centres undefined)
-9% | O=C(NCc1ccccn1)c1cnc2sccn2c1=O
1% | Cn1cnnc1SCC(=O)NC(=O)NC1CCCC1
2% | COc1ccccc1NC(=O)c1c(NC(=O)C(Cl)(Cl)Cl)sc2c1CCC2
-4% | CC(C)C(=O)NC(c1ccco1)c1c(O)ccc2ccccc12 (centres undefined)
-1% | CCc1nnc(NC(=O)C2CCN(c3nc(C)cc(C)n3)CC2)s1
-5% | O=C(NC1CC1)c1c[nH]c2ccc(S(=O)(=O)Nc3cccc(C(F)(F)F)c3)cc2c1=O
-2% | O=C(Nc1ccccc1)C1=C(O)CC(c2ccco2)CC1=Nc1ccccc1 (centres undefined)
-7% | O=C(CNCC1CCCO1)Nc1ccccc1N1CCCCCC1 (centres undefined)
-17% | Cn1nnnc1SCC(=O)Nc1ccccc1Cc1ccccc1
-17% | COC(=O)C(Cc1ccccc1)NC(=O)CSc1nc(N)cc(=O)[nH]1 (centres undefined)
-20% | Cc1c(C(=S)Nc2ccccc2)cnn1-c1ccccc1
-6% | CCN1C/C(=C\c2cccc(C)c2)c2nc3ccccc3c(C(=O)O)c2C1
6% | Cc1cc(C)nc(Nc2ccc(N3CCOCC3)cc2)n1
0% | C/C(=N\N=C(/N)SC1CC(=O)N(c2ccccc2)C1=O)c1cccs1 (centres undefined)
-4% | Cc1ccc(Cl)cc1N1CCN(S(=O)(=O)c2ccc3c(c2)OCCO3)CC1
-5% | CCOC(=O)C1=C(C)N=c2s/c(=C\c3ccc(F)cc3)c(=O)n2C1c1cccc(OC)c1 (centres undefined)
-20% | COC(=O)c1ccc(CSc2nnnn2-c2ccccc2)o1
-7% | CCOC(=O)c1cnn(CC2CCCCC2)c1N
-14% | O=C(NC1CCCCC1)N1CCCC(c2nc(-c3ccc(S(=O)(=O)N4CCCC4)cc3)no2)C1 (centres undefined)
-6% | CC(C)OCCCn1c(=S)[nH]c2cc3c(cc2c1=O)OCO3
-8% | CC(C)Oc1cccc(C(=O)NC(=S)N2CCN(c3ccc(C(F)(F)F)cc3[N+](=O)[O-])CC2)c1
-7% | COc1ccc(-c2noc(N3CCC(C(=O)N4CCN(c5ccccn5)CC4)CC3)n2)cc1
-6% | Cc1ccc2c(c1)C(N1CCCC1=O)CC(c1ccco1)N2 (centres undefined)
-8% | CN1CCCC(OC(=O)COc2ccccc2)C1 (centres undefined)
1% | COC(=O)C1C(=O)C2=C(CC1C)NC(=O)CC2c1ccc(O)c(OC)c1 (centres undefined)
-2% | CCOC(=O)CSc1cc(C)nc(NC(C)=O)n1
-10% | O=C(CN1CCN(Cc2ccccc2)CC1)c1ccc(Br)cc1
-22% | O=C(Cc1cccs1)Nc1cccnc1
-21% | COc1cccc(N2CCN(C(=S)Nc3cccc(C)c3)CC2)c1
-15% | O=C(NCC1CCCO1)C1c2ccccc2C(=O)N1Cc1ccc2c(c1)OCO2 (centres undefined)
-13% | Cn1c(C(=O)NC2CCCC2)cc2c(=O)n(C)c3ccccc3c21
-6% | Cc1cc(C)cc(-n2c(C)cc(/C=C3\NC(=S)NC3=O)c2C)c1
-3% | CC(C)N1CCC(Nc2ccccc2)N1C=O (centres undefined)
8% | COc1ccc(N(Cc2cc(=O)[nH]c3ccccc23)C(=O)c2ccco2)cc1
-19% | Cc1ccc(S(=O)(=O)NCC(=O)N(CC(=O)NCc2ccco2)Cc2cccs2)cc1
-11% | Cc1nc2cc(C(=O)O)ccc2n1-c1ccccc1
-22% | CC(=O)Oc1ccc(N2C(=O)C3C(C2=O)C2(C)C=CC3(C)O2)cc1 (centres undefined)
-24% | CCOC(=O)c1ccc(NC(=O)c2ccc(CO)c(C(=O)NC3CCN(C(=O)OCC)CC3)c2)cc1
-8% | O=C(CSc1nnc(-c2ccc(Br)cc2)o1)N1CCN(C(=O)c2ccco2)CC1
-3% | CCOC(=O)c1c(NC(=O)c2sc3cc(C)ccc3c2Cl)sc(C(N)=O)c1C
10% | CCOc1ccccc1CNC(=O)C1CCN(C(=O)c2sccc2-n2cccc2)CC1
-11% | COc1cccc(N(CC(=O)N2CCN(C)CC2)S(=O)(=O)c2ccc(C)cc2)c1
29% | CC(C)CNC1=CC(=O)CC(c2ccco2)C1 (centres undefined)
-7% | CCOc1ccc(N(CC(=O)Nc2ccccc2C(=O)OC)S(=O)(=O)c2ccc(SC)cc2)cc1
3% | O=C(Nc1cccc2c1C(=O)c1ccccc1C2=O)c1ccc(S(=O)(=O)N2CCOCC2)cc1
2% | O=C1C(=O)N(CC2CCCO2)C(c2ccc(F)cc2)/C1=C(/O)c1ccccc1 (centres undefined)
-14% | CCCN1C(=O)N(C)C(N(O)C(=O)NC)C1(C)C (centres undefined)
-3% | CCOC(=O)c1nnn(-c2nonc2N)c1CS(=O)(=O)c1ccccc1
-8% | OCc1nnn(-c2cccc(C(F)(F)F)c2)c1CO
-10% | Cc1ccc(S(=O)(=O)n2nc(-c3cccnc3)nc2N)cc1
-9% | Cn1nnnc1SCCNC/C=C/c1ccccc1
-8% | O=C(O)c1ccccc1-c1nc2ccccc2c(=O)[nH]1
-5% | O=P(CO)(c1ccccc1)c1ccccc1
-6% | Cc1cc(C)c(C)c(S(=O)(=O)N2CCN(Cc3nc4ccccc4[nH]3)CC2)c1C
7% | C=CCNC(=O)Nc1ccc2nccnc2c1
-9% | C=CCNC(=O)c1onc(CSc2cccc3ccccc23)c1C(=O)O
16% | Cc1ccc(NC(=O)CC2Oc3ccc(C)cc3NC2=O)cc1 (centres undefined)
0% | COc1cc(-c2nnc(COc3ccc4ccccc4c3)o2)cc(OC)c1OC
-3% | O=C(Nc1ccc(-c2csc(-c3ccccc3)n2)cc1)c1ccccc1Cl

Continuation.
EphA4 KYL inhibition | smiles
-10% | Nc1c(N2CCOCC2)cc(Cl)c2nonc12
-12% | c1ccc2c(c1)OCC(c1csc3ncnc(N4CCOCC4)c13)O2 (centres undefined)
-10% | COC(=O)c1cc2sccc2n1Cc1nc(-c2cccc(Cl)c2)oc1C
-4% | CCOCCCN(Cc1ccco1)C(=O)c1cc2c(=O)[nH]c3ccc(C)cc3c2s1
16% | CCOC(=O)Nc1ccccc1C(=O)N1CCOCC1
15% | CCOC(=O)CCSc1nc(-c2ccc3c(c2)OCO3)cc(C(F)(F)F)c1C#N
-9% | N#Cc1c(-c2ccccc2)ccn(Cc2cccc(Cl)c2)c1=O
0% | COC(=O)C1=C(C)N(c2ccc(C)cc2)/C(=C\c2sccc2C)C1=O
